Bioassay records deposited in PubChem BioAssay by National Center for Advancing Translational Sciences (NCATS).
WRN inhibitor – WRN helicase (human) inhibition; Q14191; WRN helicase unwinding, fluorescent forked duplex, kinetic; Potency, µM (titrated, usually from 114 µM), inactives show top-dose activity change, negative = inhibition, hits mostly inhibitors; 0.46% of 360,000 active; AID 651768; also: potency is read from the fitted curve at half-maximal effect; % is scaled to controls: 0 for no effect and ±100 for the full control effect; nearly all actives have a fitted effect of over 55% in size
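Fluorescence dequenching readout, ex 525 nm/em 598 nm, kinetic mode: forked duplex DNA (100 nM final) with adjacent fluorophore and quencher unwound by WRN (20 nM final) with 2 mM ATP. Compound preincubation 15 min, room temperature.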
EPAC1 antagonist – antagonists of human EPAC1. EPAC1 GEF assay, Rap1b-BODIPY-GDP exchange fluorescence. O95398. 0.14% of 360,000 active. Potency, µM (series often up to 115 µM), without a hit: at the top dose activity change, negative = inhibition, hits mostly inhibitors;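 also: potency is read from the fitted curve at half-maximal effect; plate controls were vehicle for no effect and positive control for full effect; nearly all actives have a fitted effect of over 50% in size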
EPAC1 agonist – EPAC1 (human) agonism. EPAC1 agonist qHTS, biochemical assay; response scale: 100% = response to 6.5 mM cAMP. Potency, µM (top dose mostly 154 µM), for inactives: top-dose activation, most hits filed as activators. 0.073% of 360,000 active. O95398; also: potency is read from the fitted curve at half-maximal effect; nearly all actives have a fitted effect of over 60% in size
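Multi-concentration qHTS readout: loss of Rap1B-bound BODIPY-GDP fluorescence driven by 100 nM EPAC1 with excess GDP (50 uM), monitored kinetically at room temperature; agonist response expressed relative to 6.5 mM cAMP.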
CCT chaperon mod – modulators of cytosolic chaperonin (CCT/TRiC) activity; activity change, % (test concentration not listed), hits read low; purified chaperonin ATPase assay, HTRF ADP detection, 30 min; 0.3% of 360,000 active; AID 651819; in the data active = activity change below about -30%; also: % is scaled to controls: 0 for no effect and ±100 for the full control effect
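ATPase activity: ADP formed was measured by HTRF Transcreener (665/615 nm ratio) after 30 min at 37 deg C with 10 uM ATP. Compounds screened at one 76 uM concentration against 40 or 20 nM TRiC in Tris pH 7.4/KCl/MgCl2/DTT buffer.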
PLK1 PBD inh – inhibitors of human PLK1 polo-box domain binding; P53350; Plk1 PBD binding of FITC phosphopeptide, fluorescence polarization; Potency, µM, inactives show max response, negative = inhibition, hits mostly inhibitors; 2.8% of 360,000 active; AID 720504; also: potency is read from the fitted curve at half-maximal effect; series mostly up to about 57 µM; % is scaled to controls: 0 for no effect and ±100 for the full control effect; nearly all actives have a fitted effect of over 65% in size
Target sequence (P53350 whole entry, looked up, the tested form may be a part): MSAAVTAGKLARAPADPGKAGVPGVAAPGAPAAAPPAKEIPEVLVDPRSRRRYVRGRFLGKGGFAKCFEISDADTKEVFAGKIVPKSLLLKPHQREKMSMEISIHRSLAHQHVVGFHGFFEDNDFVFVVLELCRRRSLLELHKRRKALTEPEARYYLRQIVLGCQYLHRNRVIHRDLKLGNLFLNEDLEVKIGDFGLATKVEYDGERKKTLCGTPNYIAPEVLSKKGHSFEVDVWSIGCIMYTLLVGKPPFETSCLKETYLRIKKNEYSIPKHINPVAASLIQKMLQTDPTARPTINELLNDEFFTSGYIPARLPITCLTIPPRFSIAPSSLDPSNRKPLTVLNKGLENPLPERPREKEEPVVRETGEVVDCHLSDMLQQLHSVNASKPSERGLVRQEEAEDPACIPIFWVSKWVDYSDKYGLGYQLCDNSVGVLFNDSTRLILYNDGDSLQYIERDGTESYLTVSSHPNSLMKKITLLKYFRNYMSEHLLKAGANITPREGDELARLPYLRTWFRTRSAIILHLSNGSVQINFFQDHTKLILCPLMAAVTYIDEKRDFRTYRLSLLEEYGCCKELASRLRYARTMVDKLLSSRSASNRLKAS
Mm-Cpn inhibitor – inhibitors of Methanococcus maripaludis chaperonin (MmCpn); Potency, µM (highest dose often 76.9 µM), for inactives: top-dose activity, negative = inhibition, usual class: inhibitors; 0.031% of 330,000 active; purified Mm-Cpn ATPase, ADP Transcreener TR-FRET; also: potency is read from the fitted curve at half-maximal effect; % is scaled to controls: 0 for no effect and ±100 for the full control effect; nearly all actives have a fitted effect of over 80% in size
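Purified archaeal chaperonin (25 nM final) was preincubated with compound for 10 min at 37°C, then ATP (10 uM final) was added for 30 min at 37°C in Tris pH 7.4/KCl/MgCl2/DTT buffer. ADP was quantified by HTRF Transcreener TR-FRET.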
EPAC2 antagonist – blocks human EPAC2 exchange factor. EPAC2 GEF exchange of Rap1B-BODIPY-GDP, fluorescence. 0.18% of 360,000 active. Potency, µM (top dose mostly 114 µM), inactives show at the highest dose activity, negative = inhibition, usual class: inhibitors. AID 720708. Q8WZA2; also: potency is read from the fitted curve at half-maximal effect; % is scaled to controls: 0 for no effect and ±100 for the full control effect; nearly all actives have a fitted effect of over 45% in size; many of its hits are not listed in these tables
PI5P4Ka inh – blocks human PI5P4K alpha kinase activity; P48426; PI5P4Kalpha enzyme, ADP-Glo luminescence, 60 min; active compounds read low; max response, %; 1.2% of 330,000 active; active = max response of -50% or lower; inconclusive = between -30% and -50%; inactive = -30% or higher; also: value at the top dose of about 77 µM; % is scaled to controls: 0 for no effect and ±100 for the full control effect
Target sequence (P48426 whole entry, looked up): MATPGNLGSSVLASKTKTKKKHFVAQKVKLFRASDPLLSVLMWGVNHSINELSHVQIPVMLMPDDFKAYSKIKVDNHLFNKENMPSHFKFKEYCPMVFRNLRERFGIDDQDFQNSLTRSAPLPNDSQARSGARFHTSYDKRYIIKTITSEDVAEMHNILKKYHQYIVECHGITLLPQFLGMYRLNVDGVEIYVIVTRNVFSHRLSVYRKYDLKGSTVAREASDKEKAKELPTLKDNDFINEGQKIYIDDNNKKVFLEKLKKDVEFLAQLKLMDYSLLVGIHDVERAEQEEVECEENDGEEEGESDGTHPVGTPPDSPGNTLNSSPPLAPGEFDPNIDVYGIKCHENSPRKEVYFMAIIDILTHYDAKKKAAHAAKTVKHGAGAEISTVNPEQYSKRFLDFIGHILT
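Human PI5P4Kalpha with substrate in 0.038 M HEPES pH 7.4, 0.28 mM EGTA, 0.1% CHAPS, 5% DMSO; reaction started with 5 microM ATP (final), 60 min at room temperature. ADP formed read by ADP-Glo luminescence.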
Starred values were filed as active, the others as inactive; ? = inconclusive; . = no result given; & = joins results of further samples; [ ] = another dose, or the depositor's remark. Unless noted, calls follow the shape of the dose curve; as a rule, active = well fitted curve in the direction sought with a large enough effect; inconclusive = small, poorly fitted or top-dose-only effect, or another doubt; inactive = no such curve, though single readings can be large; an effect the other way counts as inactive or inconclusive. Not all compounds are listed; rates above refer to the full screens.

SMILES	WRN inhibitor	EPAC1 antagonist	EPAC1 agonist	CCT chaperon mod	PLK1 PBD inh	Mm-Cpn inhibitor	EPAC2 antagonist	PI5P4Ka inh
CC(=O)c1ccc(-c2ccc(-c3cc(=O)oc4c(C(C)C)ccc(C)c34)cc2)cc1	-4%	-20%	-3%	-0.1	-16%	-1%	-7%	-2
COc1ccc(OC)c(-c2csc(NC(=O)CSc3ccc(Br)cc3)n2)c1	-8%	6%	10%	-0.5	-7%	1%	3%	-4
C=CCSc1nnc2c(n1)OC(c1ccccn1)N(C(C)=O)c1ccccc1-2 (configuration not stated)	-4%	6%	9%	-0.1	-3%	-3%	3%	-6
O=C(Nc1ccccc1)c1cccnc1Nc1ccccc1	-11%	-15%	3%	-1.0	-11%	1%	-14%	16
O=C(O)c1cc(S(=O)(=O)Nc2ccc(N3CCCCC3)cc2)ccc1Cl	-9%	0%	7%	-0.6	-12%	0%	1%	1
COc1ccc(C(=O)NNC(=S)NC2CCCCC2)cc1OC	3%	19%	0%	-4.5	-13%	0%	5%	.
CCCCOc1cc(C(=O)NCCN(CC)CC)c2ccccc2n1	5%&-10%	8%&-7%	-29%&-20%	0.8&-0.9	-5%&-6%	-1%[15.4 µM]	20%&3%	9&6
Cn1c(C(=O)NCc2cccs2)cc2oc3ccccc3c21	-15%	-26%	16%	-0.2	-10%	1%	-10%	8
Cc1cc2c(s1)c1cnn(CC(=O)NCCc3ccccc3)c(=O)c1n2C	-1%	3%	-2%	-0.6	0%	0%	0%	2
CC1=C(C(=O)N2CCOCC2)C(c2ccc(Cl)cc2)NC(=S)N1 (configuration not stated)	1%	-3%	-2%	0.8	-19%	1%	9%[57.1 µM]	0
C=CCSc1ncnc2sc(C)c(C)c12	7%	-2%	0%	-1.1	-13%	-1%	-14%[57.1 µM]	-5
Cc1ccc(Cn2ncc3c(N4CCN(C)CC4)ncnc32)cc1	0%	0%	2%	-4.6	0%	1%	-5%	-3
COc1cccc(NC(=O)N2CCN(c3cccc(C)c3C)CC2)c1	1%	1%	18%	-0.7	-1%	2%	-3%	1
COc1ccc(CN2C(=O)C(Cc3ccccc3)Nc3ncnc(N4CCCCC4)c32)cc1 (configuration not stated)	4%	-10%	7%	-1.7	-1%	-4%	11%	-1
CCOc1ccccc1N1CCN(C(=O)CNC(=O)c2ccc(OC)c(OC)c2)CC1	-6%	-4%	-8%	1.2	-3%	1%	10%	11
COC(=O)[C@]1(Cc2ccccc2)N[C@H](CN(C)S(=O)(=O)c2ccc(C(C)(C)C)cc2)[C@@H]2C(=O)N(Cc3ccccc3)C(=O)[C@@H]21	0%	9%	-15%	-1.0	-6%	-1%	4%	4
CN1CCN(c2ccc([N+](=O)[O-])cc2C(=O)N2CCCCC2)CC1	0%	12%	-6%	2.9	2%	-2%	21%	-2
CCCC(=O)OC1CCS(=O)(=O)c2sccc21 (configuration not stated)	-3%	1%	-8%	0.3	-6%	?	18%	1
COc1ccc(N=Cc2ccccc2O)cc1	5%	-11%	-5%	-7.4	-12%	.	2%	0
CC1=NN(C(=O)c2ccccc2Br)C(O)(c2ccc(Cl)cc2)C1 (configuration not stated)	-4%	-6%	13%	1.4	-7%	-2%	-10%	-4
O=S(=O)(Nc1cccc(-n2cnnn2)c1)c1ccc(Cl)nc1	0%	15%	3%	0.0	-1%	0%	3%	-4
Cc1ccnc(N2CCC(C(=O)NCc3ccc4c(c3)OCO4)CC2)n1	0%	19%	-1%	-1.8	0%	-15%	20%	.
COc1c(-c2ccccc2)oc2c(ccc3occc32)c1=O	5%	0%	-4%	0.0	-16%	-9%	?	0
COc1ccc(/C=C/C(=O)NC(=S)NNC(=O)c2cccnc2)cc1	6%	1%	5%	-1.8	-2%	2%	1%	-18
O=c1c2ccccc2c2ccccc2c(=O)n1Cc1ccc2c(c1)OCO2	4%	9%	-3%	0.8	7%	.	?	13
Cc1nn(Cc2ccccc2Cl)c(C)c1NC(=O)c1ccn(C)n1	2%	9%	9%	-1.8	-10%	0%	0%	2
COc1ccccc1C(=O)Nc1cc2c(cc1C(=O)O)OCCCO2	0%[57.1 µM]	-23%	-6%	1.6	-5%	2%	16%	-9
CCOc1ccc(CCNC(=O)C(C)n2nc(C)c3c(C)n(-c4ccccc4)nc3c2=O)cc1 (configuration not stated)	2%	0%	-8%	0.4	-9%	0%	5%	1
O=C(CN1c2ccccc2S(=O)(=O)c2ccccc21)NCc1ccc(F)cc1	5%	1%	8%	-1.1	-6%	-3%	-14%	-1
CCOC(=O)N1CCN(S(=O)(=O)c2ccc3c(c2)SC(C)C(=O)N3)CC1 (configuration not stated)	4%	5%	5%	-2.1	-8%	1%	-1%	5
COc1ccc(N2CCN(C(=O)c3cc(=O)c4cc(C)c(C)cc4o3)CC2)cc1	6%	-23%	9%	-0.1	?	-1%	6%	-7
CN(C)/C=C1\C=C(c2ccccc2)OC1=O	-4%	-24%	3%	-1.0	-6%	-2%	-1%	9
c1ccc(CC(Cc2ccccc2)c2ccccn2)cc1	-2%	?	4%	-1.8	4%	.	-3%	2
Clc1cccc(-c2sc(Nc3ccccc3)n[n+]2-c2ccccc2)c1Cl	5%	-7%	-9%	-1.2	?	?	7%	-3
OCC[C@@H]1C[C@@H](O)[C@H](O)[C@]2(CCCc3ccccc3O2)O1	-6%	-13%	2%	-1.7	-9%	4%	-6%	8
O=C(CCN1CCN(Cc2ccccc2)CC1)NNC(=O)Nc1cccc(Cl)c1	0%	-8%	-1%	-0.7	-5%	-10%	1%	0
CNc1nc(NCc2cccc(OC)c2)c2sccc2n1	7%	?	-1%	2.6	3%	.	1%	-4
COC(=O)[C@@]12CCCN1[C@H](c1ccc(-c3ccccc3)c(OC)c1)[C@H]1C(=O)N(C)C(=O)[C@H]12	13%	1%	-8%	-1.3	4%	1%	10%	-5
CCOc1ccc(Cn2c(=O)sc3ccccc32)cc1	-11%	10%	6%	0.9	-12%	1%	?	2
O=C(O)CCC(=O)Nc1ccc(SSc2ccc(NC(=O)CCC(=O)O)cc2)cc1	?	3%	4%	-3.2	0.95µM*	-2%	-4%	-7
COC(=O)CSc1nnc(CNc2nc(-c3ccccc3)cs2)n1C	-8%	2%	-3%	-3.2	?	0%	1%	1
CS(=O)(=O)Nc1cccc2cccnc12	-7%	21%	-3%	-2.2	1%	0%	-4%	-1
C=CCNC(=O)CC1C(=O)NCCN1Cc1ccc(-c2ccccc2)cc1 (configuration not stated)	5%	11%	-13%	2.0	-21%	-2%	-7%[57.1 µM]	1
Cc1ccc(C(=O)Nc2nc3ccc(S(C)(=O)=O)cc3s2)cc1C	10%	2%	4%	-19	-23%	-26%	-5%	-3
CCOC(=O)C1=CCN(S(=O)(=O)c2ccccc2C)C1c1ccc(F)cc1 (configuration not stated)	-13%	-16%	5%	0.3	-11%	.	-19%	-3
O=C(Cn1ccc2ccccc2c1=O)NCC1COc2ccccc2O1 (configuration not stated)	4%	5%	0%	0.2	1%	-3%	9%	0
CCOc1ccc(CN(C)c2nc(-c3cccnc3)nc3ccccc23)cc1OC	?	3%	12%	-1.3	-12%	-10%	-26%	4
COc1ccc(Br)cc1CNC(=O)CCC(=O)N1CCSc2ccccc21	-9%	-4%	7%	-1.0	1%	-1%	-16%	13
O=C(Nc1ccc(F)cc1F)c1cc(-c2ccc3c(c2)OCO3)on1	-2%	-7%	3%	-0.1	-2%	-2%	-4%	-5
COC(=O)C1=C(N)Oc2cc(C)n(CCCn3ccnc3)c(=O)c2C1c1cccc(Cl)c1 (configuration not stated)	-6%	-6%	4%	-0.6	-10%	-6%	-1%	2
O=C1C(=O)N(CCCn2ccnc2)C(c2ccc([N+](=O)[O-])cc2)/C1=C(\O)c1ccc2c(c1)OCCO2 (configuration not stated)	-23%	-8%	6%	1.4	-12%	0%	-22%	8
O=C(O)c1ccccc1C(=O)OCCc1cc2ccccc2c(=O)o1	-8%	2%	-9%	-0.7	-1%	1%	-8%	-2
CCC1Cc2[nH]c(=S)[nH]c(=O)c2C(c2ccc(F)cc2)O1 (configuration not stated)	-6%	-4%	8%	2.0	-3%	.	5%	11
Cc1nc2c(=O)n(C)c(=O)[nH]c2n1Cc1ccccc1	2%	-15%	3%	-3.8	-9%	0%	-5%	.
O=C(Nc1ccccc1)c1ccccc1NC(=O)C1CCCCC1	8%[57.1 µM]	-16%	1%	-0.3	-21%	-5%	-2%	8
COc1cccc(C(=O)OC2CCCN(C)C2)c1 (configuration not stated)	2%	11%	5%	0.7	-5%	1%	6%	-1
CCN(C(=O)CCc1ccccc1)C1CCCCC1	2%	15%	6%	-0.3	1%	-3%	-4%	0
CCC(C)(C)NC(=O)C(c1cccc(OC)c1OC)N(Cc1ccc(OC)cc1)C(=O)CCC(=O)Nc1cc(C)on1 (configuration not stated)	3%	4%	-2%	-1.7	-1%	2%	-6%	-3
ClCc1c2ccccc2cc2ccccc12	-8%	-9%	-10%	-3.3	-28%	-8%	-15%	1
Cc1ccc(S(=O)(=O)N2CCCCC2)cc1NC(=O)C1CC(=O)N(Cc2ccco2)C1 (configuration not stated)	-5%	-6%	6%	1.2	5%	1%	19%	1
The list continues:
SMILES	WRN inhibitor	EPAC1 antagonist	EPAC1 agonist	CCT chaperon mod	PLK1 PBD inh	Mm-Cpn inhibitor	EPAC2 antagonist	PI5P4Ka inh
O=C(c1ccccc1)N1CCC(CC2CC(c3cccc(Br)c3)=NO2)(C(=O)NCC2CCCCC2)CC1 (configuration not stated)	11%	1%	-6%	-7.4	-10%	-1%	-2%	-1
Cc1cc(C)cc(OCC(=O)Nc2ccncc2)c1	17%	-4%	-6%	-2.6	-13%	1%	-15%	1
NC(c1csc(Nc2ccccn2)n1)c1ccccc1Cl (configuration not stated)	-5%	-6%	-11%	-0.7	-3%	.	13%	-8
CCCCCCSC1=C(C#N)C(=O)NC2(CCCCC2)S1	-21%	5%	-7%	4.3	27µM*	1%	-22%	2
COc1ccccc1CCNS(=O)(=O)CCNC(=O)c1ccc2c(c1)OCO2	-4%	-22%	-4%	0.9	-8%	-3%	17%	-1
COc1ccccc1NC(=O)CCSc1ccc(C)cc1	-15%	?	-2%	0.0	-5%	3%	-10%	8
